EBV LMP1 NFkB: inhibitors of Epstein-Barr LMP1-induced NF-kappaB reporter; inhibition, % at 12.5 µM; 0.69% of 350,000 active; AID 504558; LMP1-induced NF-kappaB luciferase reporter cells, luminescence; in the data active = inhibition above about 41%;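 also: 0% = neutral control wells and 100% = reference inhibitor control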
TLR9-MyD88 block: blocks human TLR9 binding to MyD88. CHO BLA complementation TLR9-MyD88, CCF4 FRET ratio. AID 504734. inhibition, % at 4.98 µM. 0.21% of 340,000 active;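 active = inhibition above the mean over all tested compounds plus 3 SD, cut at about 21% in these data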;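 also: 0% = DMSO only wells and 100% = clavulanate BLA inhibitor control wells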
LRH-1 inv ag: NR5A2 inverse agonism in reporter assay. 0.13% of 360,000 active. HEK293T StAR-luciferase reporter, LRH-1 transfected, 24 h. O00482. AID 602396. inhibition, % at 3.6 µM;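 active = inhibition above the mean inhibition of all tested compounds plus 3 SD, cut at about 73% in these data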;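 also: 0% = DMSO wells and 100% = reporter-only cells lacking LRH-1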
SRC3 inh: inhibits human SRC3 coactivator; Q9Y6Q9; HEK293 GAL4-SRC3 luciferase reporter, luminescence; inhibition, % at 3.6 µM; 0.17% of 360,000 active;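 active = inhibition above a per-campaign cutoff, the mean of all compounds plus 3 SD, cut at about 60% in these data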;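 also: 0% = DMSO-treated cells and 100% = gossypol-treated cells at 36 µM; higher means less SRC3-driven luciferase light from the GAL4 reporter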
MC4R antagonist: antagonists of human melanocortin 4 receptor (MC4R) | inhibition, % at 6.5 µM | P32245 | 0.48% of 360,000 active | MC4R-expressing cells, MTII-stimulated cAMP, LANCE TR-FRET;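 active = inhibition above its plate's cutoff, the mean of tested wells on that plate plus 3 SD, cut at about 29% in these data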;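 also: 0% = Melanotan II alone and 100% = Melanotan II plus saturating MCL0020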
Target sequence (P32245 whole entry, looked up): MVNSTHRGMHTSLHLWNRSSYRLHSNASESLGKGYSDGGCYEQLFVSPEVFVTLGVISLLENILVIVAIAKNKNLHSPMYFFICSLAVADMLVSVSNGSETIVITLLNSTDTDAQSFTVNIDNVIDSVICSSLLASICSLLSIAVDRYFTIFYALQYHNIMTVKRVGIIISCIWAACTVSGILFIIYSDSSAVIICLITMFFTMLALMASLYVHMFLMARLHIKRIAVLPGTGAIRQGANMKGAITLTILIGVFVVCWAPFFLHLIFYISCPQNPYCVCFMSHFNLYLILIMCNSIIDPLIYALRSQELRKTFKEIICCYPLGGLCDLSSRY
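Assay system: human MC4R-expressing U2OS cells; reagent: Melanotan II stimulation of cells; dosing: 6.5 µM single dose; timing: compound 30 min, challenge 1 h, detection 1 h; signal: TR-FRET cAMP assay; replicates: one well per compound, no replicates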
MC4R barr agon: human MC4R agonism via beta-arrestin; P32245; U2OS MC4R beta-arrestin complementation, luminescence; percent of melanotan II response, DMSO zero; activation, % at 8.9 µM; 0.98% of 360,000 active; AID 540308;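 active = activation above a per-plate cutoff, the mean activation of sample wells on that plate plus 3 SD, cut at about 8% in these data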
SRC1 inh: inhibits human SRC1 coactivator. Q15788. HEK293 GAL4-SRC1 luciferase reporter, luminescence. inhibition, % at 3.6 µM. 0.12% of 360,000 active. AID 588354;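 active = inhibition above the campaign mean plus 3 SD, with each screening campaign given its own cutoff, cut at about 60% in these data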;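 also: 0% = DMSO treated cells and 100% = gossypol at 36 µM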
ABHD5-PLIN5 inh: ABHD5-PLIN5 protein interaction inhibition. Q00G26+Q8WTS1. Split G. princeps luciferase complementation, luminescence, 4 h. inhibition, % at 4 µM. 0.78% of 360,000 active;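 active = inhibition above the mean inhibition across every tested compound plus 3 SD, cut at about 22% in these data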;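 also: 0% = DMSO only wells and the 100% control is not disclosed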
NR2F2 inh: inhibitors of human COUP-TFII (NR2F2) | HEK293T NGFI-A luciferase reporter, luminescence | inhibition, % at 8.6 µM | P24468 | 0.7% of 370,000 active;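 active = inhibition above a per-plate cutoff, mean inhibition of test wells between control levels plus 3 SD, cut at about 38% in these data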;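 also: cells cotransfected with COUP-TFII expression vector driving the NGFI-A reporter; 0% = median of COUP-TF2 test wells and 100% = reporter-only cells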
Target sequence (P24468 whole entry, looked up): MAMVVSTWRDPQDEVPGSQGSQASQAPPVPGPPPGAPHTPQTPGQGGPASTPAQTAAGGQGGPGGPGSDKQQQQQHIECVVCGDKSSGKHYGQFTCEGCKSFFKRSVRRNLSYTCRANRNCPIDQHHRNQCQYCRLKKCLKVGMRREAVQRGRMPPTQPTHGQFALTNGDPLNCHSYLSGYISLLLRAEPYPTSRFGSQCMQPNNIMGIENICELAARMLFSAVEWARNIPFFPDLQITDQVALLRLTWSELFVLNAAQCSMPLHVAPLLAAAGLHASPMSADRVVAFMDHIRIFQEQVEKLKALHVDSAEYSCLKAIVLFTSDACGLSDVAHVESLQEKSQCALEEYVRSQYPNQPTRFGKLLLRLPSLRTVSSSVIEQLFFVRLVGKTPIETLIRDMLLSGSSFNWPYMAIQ
SRC2 inh: inhibits human steroid receptor coactivator 2; inhibition, % at 9 µM; Q15596; HEK293 GAL4-SRC2 luciferase reporter, luminescence; AID 651957; 0.17% of 370,000 active;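 active = inhibition above the mean inhibition of all tested compounds plus 3 SD, set per campaign, cut at about 52% in these data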;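 also: 0% = DMSO treated cells and 100% = cells given Gossypol at 36 µM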
NOD2 RIPK2 PPI: inhibitors of human NOD2-RIPK2 interaction; O43353; CHO BLA complementation NOD2-RIPK2, CCF4 ratio; inhibition, % at 4.98 µM; 0.38% of 360,000 active; AID 624267; in the data active = inhibition above about 21%;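 also: 0% = vehicle only and 100% = reference blocker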
The depositor's hits bear a star; x = no result given. Not all compounds are listed, so the mix of outcomes need not match the whole.

SMILES	EBV LMP1 NFkB	TLR9-MyD88 block	LRH-1 inv ag	SRC3 inh	MC4R antagonist	MC4R barr agon	SRC1 inh	ABHD5-PLIN5 inh	NR2F2 inh	SRC2 inh	NOD2 RIPK2 PPI
COC(=O)C1=C(C)N(Cc2ccccc2)C(=NCc2ccccc2)N[C@H]1c1cccc(C(F)(F)F)c1	7	-1	-6	8	3	16*	0	2	x	x	14
CCC(CO)(CO)N(CC(=O)Nc1ccc(OC)cc1)CC(=O)Nc1ccc(OC)cc1	-25	1	-13	18	8	-1.7	14	5	12	-4	-2
O=C(CS(=O)(=O)Cc1ccccc1)N1CCN(c2ccccc2F)CC1	1	-16	-13	-5	-7	-1.0	-21	0	-1	-16	1
O=C(Nc1ccccc1N1CCN(C(=O)c2ccc(Cl)cc2)CC1)c1cc(Br)ccc1Cl	-4	4	-2	4	-1	1.6	4	7	-3	-5	-18
COc1ccc(-c2cn3c4c(sc3n2)CCCC4)cc1	2	2	-134	-99	2	-1.6	-90	-4	-38	-26	-5
CCCCC1=CC2=CC(=O)C(C)(OC(=O)CC)C(=O)C2=CN1c1ccccc1 (stereo not given)	0	1	-22	-14	5	-1.3	-23	-11	x	x	-21
c1coc(-c2nc3ccccc3nc2-c2ccco2)c1	-6	-3	-16	5	-11	-1.6	7	34*	5	-8	5
CCOC(=O)N1CCN(C(=O)C2CCN(S(C)(=O)=O)CC2)CC1	-1	-9	-5	-6	3	0.3	2	-5	-1	-27	-8
O=C(Nc1ccc(-c2csc(Nc3ccc(Cl)cc3)n2)cc1)c1ccccc1	-3	1	-16	-17	5	-0.2	-8	-7	19	-19	0
COc1ccc(OC)c(NC(=O)COC(=O)c2c3c(nc4ccccc24)CCCC3)c1	31	11	7	32	18	4.5	-10	11	8	29	-8
O=C(NCc1ccc(N2CCCC2=O)cc1)c1cnccn1	2	-9	-3	11	7	0.7	4	-2	4	-9	-3
O=C(CCN1C(=O)CC1c1ccco1)N1CCOCC1 (stereo not given)	x	x	-1	13	x	x	-2	0	x	x	0
Cc1nc2ccccc2n1/N=C/c1cccnc1	3	-5	16	18	1	-0.9	5	-9	6	-38	-2
CC(C)n1c(CN2CCN(Cc3ccccc3)CC2)nc2ccccc21	-7	8	-1	-10	12	-1.7	-11	1	-5	-2	-4
CCCCCn1c(=O)[nH]c2cc(C(=O)NCCCN3CCCCC3)ccc2c1=O	-10	5	-8	-3	3	-2.9	-3	1	2	-18	-10
COc1ccc(NS(=O)(=O)c2ccc(NC(=O)c3ccc(CN4CCOCC4)cc3)cc2)cc1	23	-4	37	-2	27	-3.0	8	5	64*	29	-13
C=CCNC(=O)COC(=O)c1oc2ccccc2c1CSC1CCCCC1	3	3	-14	5	-2	4.2	7	-7	-13	9	-1
CCCC(=O)Nc1nc2nc(-c3ccccc3)cc(=O)n2[nH]1	2	-1	-1	8	-1	-0.9	3	6	-10	-7	-2
COc1ccc(F)cc1S(=O)(=O)N1CCCN(S(=O)(=O)c2cc(F)ccc2OC)CC1	1	13	8	-1	4	-2.7	-16	-1	4	-28	-3
CC(=O)Nc1nc2c(C)cc(NC(=O)C3CCCCC3)cc2s1	-21	1	-26	-35	13	2.0	-107	10	-8	-25	-15
NS(=O)(=O)c1ccc(N2N=C(c3ccccc3)CC2c2cccc(Cl)c2)cc1 (stereo not given)	11	-37	16	4	9	3.8	3	-9	-9	11	-20
COCCNc1ncnc2c1ncn2[C@H]1CN(Cc2ccc(-c3ccccc3)cc2)C[C@@H](CO)O1	x	x	39	3	13	-1.5	4	2	31	26	-3
Cc1ccc(NC(=O)C2CCCN(c3ncccn3)C2)cc1C (stereo not given)	-24	2	-55	-40	11	-0.8	-58	-3	0	-43	-3
CCOc1ccccc1OCC(=O)Nc1nc2ccccc2[nH]1	-2	1	-13	12	0	-1.5	-13	1	8	-20	-2
CC(C)CCNC(=O)c1ccc(CS(=O)(=O)Cc2ccccc2F)o1	6	-8	-12	15	12	1.2	12	-4	5	16	1

Next results:
SMILES	EBV LMP1 NFkB	TLR9-MyD88 block	LRH-1 inv ag	SRC3 inh	MC4R antagonist	MC4R barr agon	SRC1 inh	ABHD5-PLIN5 inh	NR2F2 inh	SRC2 inh	NOD2 RIPK2 PPI
Nc1nc(CN2CCC(Cc3ccccc3)CC2)nc(Nc2ccccc2)n1	-5	-8	-23	-6	13	2.5	6	-2	8	1	-6
COc1ccc(N2C(=O)C3ON(C4SC(=S)N(C)C4(C)C)C(c4ccc([N+](=O)[O-])cc4)C3C2=O)cc1 (stereo not given)	0	3	16	-9	12	0.3	6	-1	-8	-14	-7
O=C(Nc1ccccc1)N1CCC(n2c(=O)[nH]c3ccccc32)CC1	6	-4	18	13	-2	-0.2	10	2	-1	-13	2
O=C(Nc1ccc2c(c1)CCCN2C(=O)c1cccs1)c1c(F)cccc1Cl	10	-3	2	-81	16	-0.4	-40	-3	-20	-22	-5
Cc1cc(C)nc(NCC(O)CNc2ccccc2C)n1 (stereo not given)	11	-2	-1	-31	3	-1.8	13	-1	-19	-11	-14
CC(=O)c1ccc(NC(=O)CCC(=O)OCC(=O)c2cccc([N+](=O)[O-])c2)cc1	-8	7	-6	18	19	-1.8	-7	1	x	x	-5
N/C(=N\OC(=O)COc1ccc(Br)cc1Cl)c1ccccn1	-7	-30	-82	-56	-6	1.6	-71	16	-26	6	-1
CCOC1=C2CN(S(=O)(=O)c3ccc(C)cc3)[C@H](c3ccccc3)C[C@@H]2N(S(=O)(=O)c2ccc(C)cc2)[C@H](c2cccs2)C1	x	x	-9	16	x	x	9	-2	-6	-19	-2
CCOC(=O)c1cnc2cc(-c3ccc(Br)cc3)nn2c1C	-24	6	-24	-34	3	-0.7	-32	4	-30	-32	0
CCCc1nn(C)c(C(=O)Nc2cccc(C)c2)c1Cl	-9	2	-14	-9	2	5.1	-16	-1	-1	-32	-4
COCc1ccc(C(=O)N2CCCC(N3CCN(c4ccc(F)cc4)CC3)C2)o1 (stereo not given)	1	-3	-9	12	0	-3.9	-38	3	15	8	-11
C#CCOCCOCCOCCNc1nc(N2CCN(C(=O)CCCCCCCCCCNC(=O)[C@@H](CCC(=O)O)n3cc(CCCCCN)nn3)CC2)nc(N2CCN(C(=O)CCCCCCCCCCNC(=O)[C@H](CO)n3cc(CCCSC)nn3)CC2)n1	-2	6	6	-14	1	-1.8	-6	47*	x	x	-8
CC1(C(=O)NCc2ccccc2)CCC(=O)N1C1CC1 (stereo not given)	x	x	13	-9	x	x	5	-3	-2	-1	0
CCOC(=O)c1c(CSc2cccs2)n(C)c2cc(Br)c(O)c(CN(C)C)c12	30	-2	25	1	-2	-1.1	3	3	-8	-7	5
Cc1cccc(OCCNc2cc(N3CCN(C)CC3)ccc2[N+](=O)[O-])c1	0	4	-7	5	0	-1.3	-13	12	0	-4	-8
Cc1csc(SCC(=O)N2CCN(S(=O)(=O)c3ccc(Cl)cc3)CC2)n1	-2	-4	8	14	-1	0.6	-10	13	1	-11	-8
Nc1ccccc1C(=O)Nc1cccc(C(=O)O)c1	3	-3	-10	-13	2	-1.2	-28	2	-8	-20	-14
N#CC(=C=[N-])/C=C(\C(=O)c1ccccc1)[n+]1ccccc1	-1	0	16	18	-3	-2.0	-11	8	-6	-25	-6
COc1ccc(S(=O)(=O)N(CC(=O)NN=C2CCN(C)CC2)c2cc(Cl)ccc2OC)cc1OC	-2	-9	16	1	2	-1.3	-16	1	-15	1	4
Cc1ccc(C(=O)/C=C/c2cn(CC(O)CN3CCOCC3)c3ccccc23)cc1 (stereo not given)	6	19	-7	-2	4	-0.9	-34	20	9	-32	23*
O=C(NCc1ccccc1)c1cccnc1Sc1ccccc1	4	-9	15	1	8	1.4	-26	-2	-9	-12	4
COc1cc2c(cc1OC)CN(C(=O)c1cc(C3CC3)nn1-c1ccccc1)CC2	6	6	15	3	8	-2.7	-21	-1	20	-4	8
Cc1noc(C)c1COc1cccc(C(=O)OC(C)C(=O)Nc2ccc3c(c2)OCO3)c1 (stereo not given)	12	5	34	6	-23	-1.1	1	-4	9	6	6
Cc1nc(NC(=O)CSc2nc3cccnc3n2Cc2ccccc2)sc1C	2	4	3	15	-3	26*	-37	-10	9	-4	7
O=C(NCc1cccnc1)c1csc([C@@H]2C[C@H](O)[C@@H](CO)O2)n1	x	x	-22	-17	-2	-0.6	-8	-7	2	2	-4

Later entries.
SMILES	EBV LMP1 NFkB	TLR9-MyD88 block	LRH-1 inv ag	SRC3 inh	MC4R antagonist	MC4R barr agon	SRC1 inh	ABHD5-PLIN5 inh	NR2F2 inh	SRC2 inh	NOD2 RIPK2 PPI
CCCCn1c(N)c(N(CC(C)C)C(=O)c2c(-c3ccccc3)noc2C)c(=O)[nH]c1=O	1	-7	6	4	8	-0.6	-25	5	-16	-11	3
COc1ccccc1-n1c(SCC(=O)O)nc2c(sc(=S)n2-c2ccc(Cl)c(C)c2)c1=O	-7	-6	5	-9	9	1.1	-10	-8	9	6	-17
CC(=O)NCCNc1nc2cc(-c3ccccc3)sc2c(=O)n1C	x	x	-14	-31	14	-1.0	-83	-5	-9	-12	-10
CSc1nc(=NC(C)=O)ss1	-17	-5	-1	-28	1	-2.7	-5	-6	-2	24	-6
CNC(=O)CSc1nc(N)c2c3c(sc2n1)CCC3	8	0	-6	-3	-9	3.9	-6	3	-33	-33	7
O=c1ccn([C@@H]2O[C@H](CNCc3ccc(-n4cccn4)cc3)[C@@H](O)[C@H]2O)c(=O)[nH]1	10	-12	10	-8	8	1.8	6	5	-1	-29	1
O=C(c1cnn2ccccc12)N1CCN(C2CCCCC2)CC1	-12	-3	-11	-9	2	-0.9	-10	5	-12	-19	-2
C/C(=N\NC(=O)c1ccccc1F)c1ccc(C#N)cc1	-15	1	-92	-73	-3	-3.2	-85	-1	-38	-34	-1
O=C(CNC(=O)c1ccccc1Cl)c1ccccc1	-24	2	-124	-62	12	-1.9	-85	6	-47	-35	-3
O=C(Nc1nccs1)c1ccc(Cl)c([N+](=O)[O-])c1	7	0	10	14	26	-0.5	18	1	-3	-13	-10
CSc1ccc(/C=C(\NC(=O)c2ccco2)C(=O)N2CCCCC2)cc1	-2	-6	19	10	2	1.3	-2	11	-11	-8	-10
O=C(/C=C/c1ccc(Cl)cc1Cl)NCc1ccco1	-20	2	-90	-30	2	-1.8	-67	-6	-37	-17	-3
O=C(CS(=O)(=O)c1ccccc1)Nc1cccnc1	3	10	1	-2	12	-2.8	-26	0	10	12	10
COc1cccc(C(=O)N=c2sc3cc(S(C)(=O)=O)ccc3n2C)c1	-20	x	-32	-32	2	-1.9	-60	2	-7	-41	-1
O=C(COC(=O)c1ccc(Br)o1)Nc1nc2ccccc2s1	-3	1	-3	-11	1	-1.0	-30	3	-3	-23	-6

High-throughput results from PubChem.
